RmlC RmlD mix = RmlC and RmlD coupled enzyme inhibitors, primary screen, biochemical, 384-well, compound mixtures, retest; RmlC/RmlD coupled enzyme inhibition, 384-well mixture HTS; inhibition, % at 5.5 µM; actives 0.39% (n = 110,000); AID 1532, 2009; in the data active = inhibition above about 30%, passing the limit was not always enough; note: strong numbers were not always called active
HIV RNase H inh = HIV-1 RT RNase H inhibitors, primary screen, biochemical, fluorescence. Gag-Pol polyprotein (Human immunodeficiency virus type 1 group M subtype B (isolate …. RT-RNase H RNA/DNA duplex cleavage. inhibition, % at 10 µM. actives 1.9% (n = 65,000); in the data active = inhibition above about 50%
An asterisk follows results filed as active; / = no result given.

SMILES	RmlC RmlD mix	HIV RNase H inh
COc1ccc(OC)c(S(=O)(=O)Nc2cc(Cl)cc(Cl)c2)c1	19.7	-42.5
CC(C)N(C(=O)COC(=O)c1ccc(O)cc1)C(C)C	-13.6	-7.6
Cc1cc(C)cc(N(CC(=O)NC2CC3CCC2C3)S(C)(=O)=O)c1 (centres undefined)	-11.6	-23.6
CCC(Sc1nc(N)cc(=O)[nH]1)C(=O)NC(C(=O)OC)c1ccccc1 (centres undefined)	-8.5	-6.3
O=C(CCSc1nnc(-c2ccco2)o1)Nc1ccccc1	7.1	-12.2
CC(C)(C)NC(=O)CN(C(=O)CCN1CCCc2ccccc21)C(C)(C)C	-11.9	6.6
CCc1nc2oc3ccccc3c(=O)c2c(=O)n1Cc1ccccc1	6.7	-3.5
CCOCC(=O)Nc1nnc(SCCOC)s1	6.0	0.4
CC1CCCCC1NC(=O)CC1Oc2ccccc2NC1=O (centres undefined)	6.2	-4.5
CCc1ccc2oc(-c3cc(N)ccc3Cl)nc2c1	-18.8	-26.8
N#CCc1c(C#N)c(N)nc(N2CCOCC2)c1C#N	9.0	/
O=C1CC(N2CCCCCC2)C(=O)N1c1ccc2c(c1)OCO2 (centres undefined)	-3.0	21.4
CCOc1cc(C(=O)N2CCCC2)cc(OCC)c1OCC	0.9	-0.3
Cc1ccc(C)c(NC(=O)c2ccc[n+](Cc3ccc([N+](=O)[O-])cc3)c2)c1	4.0	/
Brc1ccccc1-n1nnc(-c2cccnc2)n1	12.0	/
CCOc1ccc(Br)c(C2(O)CC(C)N(C)CC2C)c1 (centres undefined)	-25.9	-7.0
CC(c1ccccc1)C1NC(C(=O)O)CS1 (centres undefined)	-3.1	-7.4
CC1CCN(CCn2c(=S)[nH]c3ncccc3c2=O)CC1	/	-6.5
CCOC(=O)C(C)Oc1cccc2c(=O)n(CC(=O)NCCc3ccc(OC)c(OC)c3)ccc12 (centres undefined)	12.2	/
O=C(Cn1c(C(F)(F)F)nc2ccccc21)NCCCN1CCOCC1	6.1	/
Cc1cccc(C(=O)NCCCN2CCCC2=O)c1	-3.6	/
Clc1ccc(SCc2cc(-c3ccccc3)on2)cc1	4.3	/
Cc1ccccc1NC(=O)OCc1cccnc1Sc1ccc(Cl)cc1	-2.6	/
CCOc1ccc(NC2=NCC(=O)N2Cc2cccs2)cc1	3.9	/
CCC(C)[C@H](NC(=O)OC(C)(C)C)c1nnc(SCc2c(C)[nH]c(=O)[nH]c2=O)o1 (some centres undefined)	10.8	/
Cc1noc(C)c1CSCC(=O)OCc1nc2ccccc2c(=O)n1CC#N	-6.5	-4.8
COC(=O)C(C)Sc1nc2c(c(=O)[nH]c(=O)n2C)n1CCC(C)C (centres undefined)	/	-11.7
CC(C)n1c(C(O)c2ccc3c(c2)OCO3)nc2ccccc21 (centres undefined)	1.0	9.1
CC(C)(C)OC(=O)N1CCC2(CC1)Oc1ccc(F)cc1C(=O)C21CC(c2ccc(Cl)cc2)=NO1 (centres undefined)	4.9	/
CCCOc1ccc(C(=O)NCc2ccco2)cc1	-9.7	4.0

Not a retest: three of the compounds above.
SMILES	RmlC RmlD mix	HIV RNase H inh
CCOc1ccc(Br)c(C2(O)CC(C)N(C)CC2C)c1 (centres undefined)	-25.9	-7.0
CC(c1ccccc1)C1NC(C(=O)O)CS1 (centres undefined)	-3.1	-7.4
CC1CCN(CCn2c(=S)[nH]c3ncccc3c2=O)CC1	/	-6.5

Remaining list, next part:
SMILES	RmlC RmlD mix	HIV RNase H inh
N#CC1=C(N)SC(C(=O)c2ccccc2)C1c1cccs1 (centres undefined)	-26.0	/
c1ccc(-c2nnc3ccc(N4CCCC4)nn23)cc1	-5.0	/
OCC[C@@H]1C[C@@H](O)[C@H](O)[C@@]2(CCCO2)O1	3.3	/
COCCOC(=O)C1=C(C)NC(=O)N(C(C)=O)C1c1ccc(Cl)cc1 (centres undefined)	-11.2	-13.4
CN(c1ccccc1C(=O)N1CCN(c2cccc(Cl)c2)CC1)S(C)(=O)=O	31.1	-4.7
O=C(Nc1nccs1)C1CCN(S(=O)(=O)c2ccc(Cl)c(C(F)(F)F)c2)CC1	-13.8	/
O=C(CSc1nc2ccccc2c(=O)n1CC1CCCCC1)N1CCOCC1	9.0	-5.6
CCCC(=O)Nc1ccc(C(=O)O)cc1NC(=O)CCC	8.6	-5.9
CCN1CCN(c2ccc(NC(=O)c3ccc4c(c3)OCO4)cc2)CC1	/	9.4
CCNC(=O)CSc1nnc(-c2ccc(OC)cc2)n1CC(C)C	-10.9	/
COc1cccc(NC(=O)CNC(=O)c2ccc(F)cc2)c1	18.8	1.9
Cc1cc(C)c(C(=O)CN2CCOCC2)c(C)c1	-11.4	-8.3
O=C(Cn1cc2c(n1)CCCC2)NCc1cccc(Cl)c1	-9.0	-18.6
COc1ccc2c(c1)CCc1c(C(=O)NCc3ccc(F)cc3)noc1-2	6.4	-9.1
Cc1cccc(-n2c(=O)cc(N3CCN(c4ccc(F)cc4)CC3)[nH]c2=O)c1	4.6	1.9

Continued, overlapping the part above by 2 compounds.
SMILES	RmlC RmlD mix	HIV RNase H inh
COc1ccc2c(c1)CCc1c(C(=O)NCc3ccc(F)cc3)noc1-2	6.4	-9.1
Cc1cccc(-n2c(=O)cc(N3CCN(c4ccc(F)cc4)CC3)[nH]c2=O)c1	4.6	1.9
CC(=O)OCc1nc2sc(C)c(C)c2c(=O)[nH]1	-4.2	/
CC(=O)N=C1SC2CS(=O)(=O)CC2N1c1cccc(Cl)c1Cl (centres undefined)	-15.8	0.8
Cc1ccc(-n2cnnn2)c2cccnc12	-11.0	-9.0
COCCCn1c(SCC(=O)NC(C)C)nnc1-c1ccccc1	-13.1	2.0
Cn1cc(CC(=O)Nc2cccc(C#N)c2)c2ccccc21	3.6	-75.7
CSc1ccccc1NC(=O)c1c(Br)cnn1C	4.2	-14.7
C[N+]1(C)CCC(=C2c3ccccc3CC(=O)c3sccc32)CC1	1.4	/
CCCCN(C)C(=O)CS(=O)(=O)Cc1nc(-c2cccc(OC)c2)oc1C	-9.7	-13.1
Cc1nn(-c2ccccc2)c(-c2ccccc2)c1C(=O)O	-10.4	6.2
Cc1ccc(C(=O)NC2CC3CCCC(C2)N3C(=O)NC2CCCCC2)cc1 (centres undefined)	2.5	3.0
Cc1cc(C)cc(OCC(=O)Nc2nonc2NC(=O)COc2cc(C)cc(C)c2)c1	-3.2	78.1*
CC1CCCCN1C(=O)CSCC(=O)Nc1nc(-c2cccs2)cs1 (centres undefined)	-8.6	-10.7
CC1CCCN(Cc2nc3c(c(=O)n(C)c(=O)n3C)n2Cc2c(F)cccc2Cl)C1 (centres undefined)	-6.4	-4.1
Cc1ccccc1C1CC(c2ccc(Br)cc2)Nc2nc(N)nn21 (centres undefined)	5.1	11.5
O=C(CSCC(=O)OCC(=O)c1ccc(Br)cc1)Nc1cccc2ccccc12	3.8	/
COc1ccc(-c2cn3c(C)c(C(=O)NCc4ccc5c(c4)OCO5)sc3n2)cc1	11.9	7.0
Cc1ccc(CN(N=Nc2nonc2N)c2nonc2N)c(C)c1	-11.2	/
C=CCn1c(SCC(=O)C(C)(C)C)nnc1-c1ccccn1	14.1	-3.5
CCCC(=O)N1CCN(c2ccc(NC(=S)NC(=O)CC)cc2)CC1	-0.9	/
CN(C(=O)c1ccccc1)C1(C)CCS(=O)(=O)C1 (centres undefined)	/	-8.5
CCOC(=O)CSc1nnc(-c2cccs2)n1-c1ccccc1	-14.2	-22.8
COc1ccc(OC)c(/C=N/NC(=O)CCCC(=O)Nc2cccc(Br)c2)c1	7.2	/
Cc1cccc(CSC2=NCCN2C(=O)c2ccc(Br)o2)c1	-13.6	-16.6
COCCNC(=O)c1noc2c1CCc1cc(OC)ccc1-2	-2.5	2.4
CCSCCOC(=O)C1=C(C)NC(=O)NC1c1cccc(OC)c1OC (centres undefined)	-13.2	-11.6
CCOc1ccc(OCC)c(NC(=O)C2CCCN(S(=O)(=O)c3c(C)n[nH]c3C)C2)c1 (centres undefined)	-16.1	-1.1
C(=N\n1cnnc1)/c1nc2ccccc2[nH]1	3.9	/
COC(C[C@@H]1O[C@@H]1[C@@H](O)[C@H](C)OCc1ccccc1)OC	-9.2	/
O=C(NCCc1c[nH]c2ccccc12)C(=O)Nc1ccccc1	-11.0	/
CCNC(=O)n1nccc1C(C)Oc1ccccc1 (centres undefined)	-7.0	/

Another view of some results above:
Values in the order – RmlC RmlD mix	HIV RNase H inh
CN(C(=O)c1ccccc1)C1(C)CCS(=O)(=O)C1 (centres undefined)
 : /	-8.5
Cc1cccc(CSC2=NCCN2C(=O)c2ccc(Br)o2)c1
 : -13.6	-16.6
O=C(NCCc1c[nH]c2ccccc12)C(=O)Nc1ccccc1
 : -11.0	/
COc1ccc(-c2cn3c(C)c(C(=O)NCc4ccc5c(c4)OCO5)sc3n2)cc1
 : 11.9	7.0
CCOc1ccc(OCC)c(NC(=O)C2CCCN(S(=O)(=O)c3c(C)n[nH]c3C)C2)c1 (centres undefined)
 : -16.1	-1.1
CCCC(=O)N1CCN(c2ccc(NC(=S)NC(=O)CC)cc2)CC1
 : -0.9	/

Going on with the list:
SMILES	RmlC RmlD mix	HIV RNase H inh
Cc1cc(C)nc(N2CCC(C(=O)NCc3cccc(C(F)(F)F)c3)CC2)n1	5.6	13.8
COC(=O)[C@H](CCSC)NC(=O)NCCc1ccccc1F	13.7	/
COc1ccc(OC)c(C2C3=C(CCCC3=O)Nc3c2c(=O)n(C)c(=O)n3C)c1 (centres undefined)	121.8	-5.0
O=C1CC(C(=O)Nc2ccc(F)c(Cl)c2)N=C(N2CCCCC2)N1 (centres undefined)	-10.4	/
CCOc1ccc(-c2nc(C)sc2CC(=O)O)cc1	-20.9	/
CCC(=O)Nc1ccc(Cl)c(NC(=O)C(C)C)c1	-7.9	-0.7
COc1ccc(C(CNC(=O)Cc2cc(OC)c(OC)c(OC)c2)N2CCCC2)cc1 (centres undefined)	1.7	-0.6
CCOC(=O)N1CCN(C(=O)C2CCN(S(=O)(=O)c3c(C)cc(C)cc3C)CC2)CC1	-7.4	/
COCCCNC(=O)C(=O)NCCCOC(C)C	-3.0	/
CCOC(=O)Nc1c(C)n(C)n(-c2ccccc2)c1=O	-11.4	-4.6
CCn1c(=O)cc(OCC(=O)N2CCN(Cc3ccc4c(c3)OCO4)CC2)c2ccccc21	-7.7	-42.6
CCOC(=O)C1C(C)N=C2SCC(=O)N2C1c1cccc(Br)c1 (centres undefined)	/	-10.8
Cc1ccc(-n2ncc(C#N)c2/N=C/N(C)C)cc1	-8.5	-25.4
Cc1nnc(SCc2ccc(C(=O)c3ccc(Cl)cc3)o2)n1-c1ccccc1	7.8	43.9
Cc1cc2cc(C(c3nnnn3Cc3ccco3)N3CCCCC3)c(=O)[nH]c2cc1C (centres undefined)	8.8	/
O=C(CN1CC(c2ccccc2)CC1=O)Nc1ccc(F)cc1 (centres undefined)	10.7	-4.1
COc1cc(C2C(C(C)=O)=C(O)C(=O)N2CCN2CCOCC2)ccc1O (centres undefined)	6.2	/
COc1ccccc1C(=O)NCc1ccncc1	-7.0	-1.4
CC(=O)COc1ccccc1OC(=O)c1ccco1	-6.5	/
COc1cc(OC)c2c(=O)c(OC)c(-c3ccc(OC)c(OC)c3)oc2c1	11.7	/
O=C(NC1CCCC1)C(c1cccs1)N(C(=O)c1ccco1)c1ccc2c(c1)OCCO2 (centres undefined)	-11.9	33.9
Cc1ccc(-c2csc(N(CC3CCCO3)C(=O)c3ccco3)n2)cc1 (centres undefined)	/	-3.0
COc1ccc(C2CC(=O)c3cnc(NC(=O)c4ccccc4)nc3C2)cc1OC (centres undefined)	-4.4	-7.7
COC(=O)C1=C(NC(=O)c2cccs2)CCS1	-10.3	-6.2
O=C(NCC(c1cccnc1)N1CCOCC1)Nc1ccccc1 (centres undefined)	0.2	9.9
CN(C)c1ccc(CNC(=O)CN(C)S(=O)(=O)c2cccc3cccnc23)cc1	-3.2	-10.3
Cc1c(NC(=O)C2CCN(S(=O)(=O)c3ccccc3)CC2)c(=O)n(-c2ccccc2)n1C	-9.8	1.5
CC1CN(Cc2nc3c(c(=O)[nH]c(=O)n3C)n2CCN2CCOCC2)CC(C)O1 (centres undefined)	-10.9	-6.5
CCCN1CCC2(CC1)C(C#N)=C(N)Oc1c2sc2nc(C)cc(C)c12	-7.5	/
COc1ccc(C2C3=C(CC(c4ccco4)CC3=O)Nc3ccccc3N2C(C)=O)cc1 (centres undefined)	-8.2	3.0
C=C(C)CSc1nc2c(c(=O)[nH]c(=O)n2C)n1CCC(C)C	7.6	-29.6
Cc1nn(-c2ccccc2)nc1CNC(=O)C(C)Cc1ccccc1 (centres undefined)	2.3	/
O=C(CSc1ncccc1C(=O)O)NCCC1=CCCCC1	4.5	4.0
CCCCOc1ccc(C2(C)CC(=O)NC2=O)cc1 (centres undefined)	9.8	-0.6
Fc1ccc(-c2nnc(CSc3nnc(-c4cccs4)o3)o2)cc1	-9.8	/
CSc1nc(-c2ccccc2O)nc(-c2ccccc2O)n1	/	0.8
CC(=O)Cc1nsc(NC(=O)c2ccc(-c3ccc(Cl)c(C(F)(F)F)c3)o2)n1	-9.5	-13.5
O=C1NC(=O)c2cc(NC(=O)C3CCCO3)ccc21 (centres undefined)	-12.8	/
COc1ccc(C(=O)CC(c2ccccc2)C2C(=O)CCCC2=O)cc1 (centres undefined)	-6.6	/
CCN(CC)c1ccc(NC(=O)c2nc3nc(C)cc(C(F)F)n3n2)cc1	-4.7	16.3
COc1ccccc1N(CC(=O)NC1CCCC1)C(=O)c1cnn(C(C)C)c1	-5.8	/
CCCS(=O)(=O)N1CCCC(C(=O)N2CCN(C(=O)OCC)CC2)C1 (centres undefined)	8.6	-31.7
Cc1cc2cc(CCNC(=O)c3ccc(S(=O)(=O)N4CCOCC4)cc3)c(=O)[nH]c2cc1C	-5.0	3.7
O=C(COC(=O)c1ccccc1)Nc1ccccc1N1CCOCC1	10.6	/
COC(=O)Cc1c(C)c2ccc(OCC(=O)N(C)C)cc2oc1=O	30.6*	/
Cc1cc(C(=O)COC(=O)CCc2nc3ccccc3s2)c(C)n1C	7.2	-44.8
CCCc1cc(=O)[nH]c(SC(CC)C(=O)Nc2ccccc2C#N)n1 (centres undefined)	-10.1	0.5

Compound activity deposited in PubChem by several laboratories.

A portion of the library; rates above refer to the full screens.
